# SIRT5 block = sirtuin-5 (human) deacylase inhibition; Q9NXA8; Purified SirT5, succinyl-peptide AMC, trypsin-coupled fluorescence; inhibition, % at 15 µM; 330,000 compounds, 1.1% hits; AID 652115; in the data active = inhibition above about 15%; inconclusive = no clear call, values can overlap the other calls
# ERAP1 HTS inh = inhibitors of human ERAP1 aminopeptidase; Q9NZ08; recombinant ERAP1, Leu-AMC fluorescence, 60 min; inhibition, % at 10.7 µM; 340,000 compounds, 0.15% hits; AID 652197;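 active = mean replicate inhibition of at least 30%, or all replicates individually reaching that 30% level; inactive = mean below 30% and not every replicate reaching it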;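 note: 0% = neutral control wells and 100% = L-leucinethiol positive control wells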
# Target sequence (Q9NZ08 whole entry, looked up): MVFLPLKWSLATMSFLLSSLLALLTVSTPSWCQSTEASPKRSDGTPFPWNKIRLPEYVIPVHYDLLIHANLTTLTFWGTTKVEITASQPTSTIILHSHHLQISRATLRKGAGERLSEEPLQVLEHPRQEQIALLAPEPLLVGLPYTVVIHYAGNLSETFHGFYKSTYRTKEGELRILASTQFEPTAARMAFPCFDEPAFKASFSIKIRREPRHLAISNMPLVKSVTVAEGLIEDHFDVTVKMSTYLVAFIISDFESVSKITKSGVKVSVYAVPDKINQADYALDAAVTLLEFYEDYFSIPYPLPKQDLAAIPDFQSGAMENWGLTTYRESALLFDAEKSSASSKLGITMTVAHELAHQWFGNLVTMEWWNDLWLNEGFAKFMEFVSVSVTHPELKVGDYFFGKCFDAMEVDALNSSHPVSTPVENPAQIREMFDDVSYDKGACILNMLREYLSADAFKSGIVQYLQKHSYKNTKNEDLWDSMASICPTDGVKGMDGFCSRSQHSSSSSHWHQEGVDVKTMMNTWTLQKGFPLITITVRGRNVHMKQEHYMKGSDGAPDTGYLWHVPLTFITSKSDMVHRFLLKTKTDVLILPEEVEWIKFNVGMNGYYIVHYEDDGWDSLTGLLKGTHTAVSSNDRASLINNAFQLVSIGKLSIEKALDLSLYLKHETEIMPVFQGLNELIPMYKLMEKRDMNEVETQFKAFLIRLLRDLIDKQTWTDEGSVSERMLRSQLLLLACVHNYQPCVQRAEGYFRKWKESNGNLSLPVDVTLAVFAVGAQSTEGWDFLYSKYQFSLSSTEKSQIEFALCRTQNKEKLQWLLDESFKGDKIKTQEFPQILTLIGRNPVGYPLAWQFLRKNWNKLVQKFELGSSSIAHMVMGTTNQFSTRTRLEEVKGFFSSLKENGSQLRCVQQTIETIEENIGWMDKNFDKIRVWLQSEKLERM
# S100A4 MyoIIA = inhibitors of human S100A4 binding to myosin IIA peptide. 360,000 compounds, 0.14% hits. AID 652163. inhibition, % at 10.7 µM. S100A4/TAMRA-MyoIIA peptide fluorescence polarization. P26447;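 active = mean inhibition of at least 70% across replicates, with every replicate also reaching that level; inconclusive = mean inhibition reaches 70% but some replicates fall short; inactive = mean inhibition below 70%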
# Target sequence (P26447 whole entry, looked up): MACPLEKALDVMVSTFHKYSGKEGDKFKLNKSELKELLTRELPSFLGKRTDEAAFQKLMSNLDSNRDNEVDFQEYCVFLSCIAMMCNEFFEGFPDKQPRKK
#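 Test system – S100A4 monomer (human) · Compound – single-point compound testing · Schedule – 5 min incubation before reading · Probe or stimulus – TAMRA-labelled myosin IIA heavy-chain peptide probe, 5 nM · Benchmarks – neutral control DMSO, positive control TFP · Medium – Calcium-containing HEPES buffer, pH 7.2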
# PGC1a acetyl inh = lowers PGC1a acetylation signal in U2OS cells | AlphaScreen anti-acetyl-lysine; with virally co-expressed GCN5 acetyltransferase | inhibition, % at 15.6 µM | 350,000 compounds, 0.17% hits | AID 651687;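 active = every replicate shows inhibition of at least 40%; inconclusive = mean inhibition at least 40% but some replicate below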;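 note: 0% = neutral control wells and 100% = positive control wells; some results beyond the cut were filed as inactive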
# LGR2 inh = Drosophila LGR2 receptor signaling inhibition; HEK293 LGR2, CRE-luciferase, bursicon-stimulated, 4 h; inhibition, % at 9.99 µM; 380,000 compounds, 0.35% hits; AID 720647;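 active = drop in luminescence signal, shown as inhibition above about 50% in the replicate tests, limit read from the data, passing the limit was not always enough; inconclusive = probably only some replicates passing the limit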;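 note: agonist challenge used bursicon conditioned medium at about half maximal strength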
# Cneo AK release = Cryptococcus neoformans lysis via adenylate kinase release. lysis activity, % at 15 µM. C. neoformans lysis, adenylate kinase release luminescence, 4 h; normalised: neutral wells 0, clomiphene wells 100. AID 651654. 360,000 compounds, 0.2% hits;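 active = mean lysis activity across replicates of at least 80%, whatever share of replicates individually reach that level; inactive = mean lysis activity below 80%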
#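 Material: C. neoformans cells | Amount: Yeast cell density of 5 × 10^6 cells/mL | Medium: Fresh YPD growth medium | Dosing: Single dose | Times: Static 4 h at 37 °C with compound, 1 h detection | Detection: AK luminescence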
# XiGFP reactiv = reactivates the inactive X chromosome in mouse fibroblasts; XiGFP mouse fibroblasts, % GFP-positive cells imaging, 3 d; cells co-treated with 5-aza-dC sensitizer; scaled so ellipticine positive control = 100%; activation, % at 7.58 µM; 360,000 compounds, 0.055% hits; AID 743238;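 active = mean normalized replicate activation at least 10% and every replicate at or above 10%; inconclusive = only one of the two criteria met; inactive = mean below 10% and not all replicates reach 10%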;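 note: 0% = median of on-plate neutral control wells and 100% = ellipticine 6 µM median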
#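 System: 68-5-11 XiGFP fibroblast line; Timing: 3 days compound exposure; Compound dosing: one concentration, pinned; Benchmarks: positive control ellipticine, 6 µM final; Buffer or medium: DMEM containing 5-aza-dC.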
# Statin myotox sup = suppressors of simvastatin-induced myotoxicity in C2C12 myotubes; ATP luminescence, 48 h; scaled: DMSO 0, geranylgeraniol control 100; rescue of ATP level, % at 7.49 µM; 330,000 compounds, 0.78% hits; AID 602340;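 active = mean ATP rescue above about 67%, or every replicate alone reaching that limit, limit read from the data, passing the limit was not always enough; inconclusive = no clear call, values can overlap the other calls; inactive = mean under the limit and some replicate under it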;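 note: myotubes were challenged with 10 µM simvastatin during compound exposure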
# An asterisk follows results filed as active; ? = inconclusive; . = not tested or not shown; & = joins results of further samples. Some of the compounds tested; rates above refer to the full screens.
SMILES,SIRT5 block,ERAP1 HTS inh,S100A4 MyoIIA,PGC1a acetyl inh,LGR2 inh,Cneo AK release,XiGFP reactiv,Statin myotox sup
COc1ccc(S(=O)(=O)N[C@H]2CC[C@H](CC(=O)NCCc3ccncc3)O[C@H]2CO)cc1,-2,2,-3,9,11,-5,-0.1,-3
Cc1c(Cc2ccccc2)c(NCCN(C)C)n2c(nc3ccccc32)c1C#N,-1,.,-9,-29,-5,1,0.1,.
C[C@@H]1CN([C@@H](C)CO)C(=O)c2c(c3ccccc3n2C)-c2ccccc2CO[C@H]1CN(C)C(=O)Nc1ccccc1C(F)(F)F,6,4,-4,.,-5,.,-0.2,.
Cc1cccc(C)c1NC(=O)CN(C)C(=O)C1CCN(c2ncnc3sc(C)c(C)c23)CC1,5,-1,-1,-17,-7,1,-0.1,-4
C=CCn1cccc(C(=O)Nc2ccc(OC)c(OC)c2)c1=O,0,-3,?,8,16,.,0.1,.
Cc1ccc(CNC(=O)CNC(=S)N(Cc2ccccc2)Cc2cccnc2)cc1,-3,0,-3,.,21,1,0.0,1
COc1ccc(CNc2nc3nc(-c4ccccc4)cc(=O)n3[nH]2)cc1OC,.,.,.,-5,-16,0,.,6
O=C(c1cccnc1)N1C[C@H]2[C@@H](c3ccccc31)[C@H](CO)N2C(=O)C1CCCC1,-1,1,13,9,-1,-6,0.3,-23
CCOc1ccc(NC(C(=O)Nc2cccc(C(C)=O)c2)c2ccccc2)cc1 (stereo not drawn),-2,0,-2,.,-14,.,0.0,.
NC(=O)c1ccc(-c2ccccc2F)cc1,-3,.,-6,.,-11,.,-0.1,.
CNC(=O)C(=O)NCC(c1cccs1)S(=O)(=O)c1ccc(F)cc1 (stereo not drawn),0,2,-5,2,6,1,0.0,2
CCOc1ccc(NC(=O)CSc2nnc(C)n2CC)cc1,1,0,3,-8,-2,-3,0.2,8
c1ccc(C(c2ccccc2)N2CCN(Cc3nc(-c4cnccn4)no3)CC2)cc1,-6,1,7,8,-7,-7,0.0,9
COc1ccc(NC(=O)Nc2ccc(C(C)C)cc2)cc1,-5,-4,-9,.,-31,-2,0.2,-17
C[C@@H]1CN([C@@H](C)CO)C(=O)c2cccc(NC(=O)c3ccc(-c4nccs4)cc3)c2O[C@@H]1CN(C)S(=O)(=O)c1cn(C)cn1,3,1,6,1,-3,1,0.0,.

# Some of the entries above in a different format:
COc1ccc(CNc2nc3nc(-c4ccccc4)cc(=O)n3[nH]2)cc1OC
  SIRT5 block = .
  ERAP1 HTS inh = .
  S100A4 MyoIIA = .
  PGC1a acetyl inh = -5
  LGR2 inh = -16
  Cneo AK release = 0
  XiGFP reactiv = .
  Statin myotox sup = 6
CCOc1ccc(NC(=O)CSc2nnc(C)n2CC)cc1
  SIRT5 block = 1
  ERAP1 HTS inh = 0
  S100A4 MyoIIA = 3
  PGC1a acetyl inh = -8
  LGR2 inh = -2
  Cneo AK release = -3
  XiGFP reactiv = 0.2
  Statin myotox sup = 8
COc1ccc(S(=O)(=O)N[C@H]2CC[C@H](CC(=O)NCCc3ccncc3)O[C@H]2CO)cc1
  SIRT5 block = -2
  ERAP1 HTS inh = 2
  S100A4 MyoIIA = -3
  PGC1a acetyl inh = 9
  LGR2 inh = 11
  Cneo AK release = -5
  XiGFP reactiv = -0.1
  Statin myotox sup = -3

# (further entries)
SMILES,SIRT5 block,ERAP1 HTS inh,S100A4 MyoIIA,PGC1a acetyl inh,LGR2 inh,Cneo AK release,XiGFP reactiv,Statin myotox sup
CCOc1ccc(N/C(N)=N/c2nc(C)cc(C)n2)cc1,2,-3,-1,1,-9,2,0.0,-4
Cc1c(-c2ccccc2)oc2c(C(=O)OCC(=O)Nc3ccc(C(N)=O)cc3)cccc2c1=O,-3,5,-2,-6,-9,.,0.0,-4
CC(C)(C)c1cc(C(=O)NCCN2CCCC2)cc(C(C)(C)C)c1,-3,6,1,.,12,.,0.0,.
CCOC(=O)[C@H]1[C@H]2COc3ccc(Cl)cc3[C@@H]2N2C(=O)CN(C)C(=O)[C@@]12C,.,0,-2,.,5,2,-0.1,-9
COCCN(C(=S)Nc1ccc(OC)cc1)C(C)c1cccs1 (stereo not drawn),-3,3,9,.,-5,3,0.3,0
O=C(C[C@H]1CC[C@@H](NC(=O)c2ccc3c(c2)OCO3)[C@@H](CO)O1)NCc1ccc(Oc2ccccc2)cc1,-3,1,1,-9,-2,1,0.0,-1
CC(=O)Nc1ccc(S(=O)(=O)NCC2CCN(C(=O)C(=O)c3cccs3)CC2)cc1,.,-2,4,.,-6,.,0.1,.
Cc1cc(C)cc(Oc2ccc(N)cc2)c1,.,.,.,36,-11,1,.,6
O=C(CCC(=O)OCc1cccc([N+](=O)[O-])c1)Nc1ccccc1Cl,.,.,.,5,5,.,0.0,5
COc1ccc(S(=O)(=O)N[C@@H]2C=C[C@H](CC(=O)N3CCC(Cc4ccccc4)CC3)O[C@H]2CO)cc1,3,2,-7,-3,-17,3,0.1,6
C[C@H]1COc2cccc(N3CCN(Cc4ccccc4F)CC3)c2S(=O)(=O)N1,-1,.,10,.,12,.,0.0,.
COc1cc(NS(=O)(=O)c2ccc(NC(=S)NC(=O)c3ccccc3)cc2)nc(OC)n1,-2,5,-1,.,5,-1,0.0,-9
O=C(CN1CCOCC1)NCC[C@H]1CC[C@H](NC(=O)Nc2ccc(C(F)(F)F)cc2)[C@@H](CO)O1,.,-3,-4,4,5,-4,0.7,-2
COc1ccc(NC(=O)CCC(=O)Nc2cc(OC)c(NC(=O)c3ccco3)cc2OC)c(OC)c1,-4,0,-8,-11,-6,-3,0.0,2
Cc1ccc(N/C=C2\C(=O)C3(C)CCC2C3(C)C)cc1C (stereo not drawn),-2,15,-2,-2,-8,.,0.0,.
CCOC(=O)C1(CCOc2ccccc2)CCN(Cc2ccc(-n3cccn3)cc2)CC1,-2,-4,-19,.,.,-1,0.1,-14
COc1ccccc1C(=O)Nc1ccc2c(c1)OC[C@@H](C)N(CC1CC1)C[C@H](C)[C@H](OC)CN(C)C2=O,.,.,.,14,11,.,-0.3,0
COc1cc(OC)c(C2N(c3ccc(Cl)cc3)C(=O)C3CCCN32)cc1OC (stereo not drawn),.,-6,8,.,-7,2,0.3,8
Nc1ccn([C@@H]2O[C@H](C(=O)N[C@H](Cc3ccccc3)C(=O)N3CCN(CCO)CC3)[C@@H](O)[C@H]2O)c(=O)n1,-3,3,-10,.,8,.,0.0,.
O=C(CSc1nccc(=O)[nH]1)Nc1ccc(F)c(Cl)c1,8,-3,-9,1,-12,-1,.,37
COc1ccc(S(=O)(=O)N2CCC(C(=O)NCCC(=O)NCc3ccncc3)CC2)cc1,-3,1,1,-10,13,-4,0.1,10
COC(=O)Nc1nnc(/C=C/c2ccc(OC)cc2)s1,-3,1,-4,.,-57,.,0.0,.
COc1ccc(NC(=O)Cc2nnc(SCC(=O)c3ccc(F)cc3)n2C)cc1,-3,0,33,-2,-3,2,0.0,8
c1ccc(NC2=NCCN2CC2CCCC2)cc1,.,3,9,7,3,-3,0.2,4
Cc1ccc(OCC(O)CN2CCN(Cc3ccc4c(c3)OCO4)CC2)cc1C (stereo not drawn),-3,2,-2,8,8,8,-0.1,21
Cc1ccc(Nc2nnc(-c3ccccc3N)o2)cc1C,-5,.,-2,-3,.,.,0.5,.
CC(C)Cc1csc(NC(=O)c2ccc(Br)cc2)c1C(=O)O,-4,-3,-2,-2,-14,1,-0.1,-5
COc1ccc(-c2noc(CCC(=O)N3CCN(c4ccc(C(F)(F)F)cc4)CC3)n2)cc1,-3,1,0,5,12,1,-0.1,-22
Cc1c(NS(=O)(=O)c2ccc(N=NN(C)C)cc2)c(=O)n(-c2ccccc2)n1C,18*,1,-6,.,17,-2,1.8,9
CNC(=O)C[C@@H]1CC[C@H]2[C@@H](COc3ccc(NC(=O)C4CCCCC4)cc3C(=O)N2C)O1,-5,0,23,3,3,0,0.1,-4
CO[C@@H]1CN(C)C(=O)c2cc(NC(=O)C3CCCC3)ccc2OC[C@@H](C)N(S(=O)(=O)c2ccc(Cl)cc2)C[C@H]1C,-1,-2,-3,-14,.,-5,.,5
C[C@H](C(=O)NCc1ccccc1)C(=O)c1ccccc1,-1,-8,-1,.,3,4,0.1,2
c1cc(CCCc2ccncc2)ccn1,-3,3,3,-6,12,1,-0.1,-1
CC(C)N1CCN(Cc2cccc(-n3cccn3)c2)CC1CCO (stereo not drawn),.,-2,-4,-6,8,1,0.0,0
CCOC(=O)N1CCN(C(=O)c2c(-c3c(Cl)cccc3Cl)noc2C)CC1,-3,3,-2,0,0,8,0.1,-3
O=C(CSc1ncccn1)NCc1ccc2c(c1)OCO2,0,-4,-1,6,13,6,0.4,?
C[C@H](CO)N1C[C@H](C)[C@@H](CN(C)S(=O)(=O)c2ccc(Cl)cc2)OCc2cnnn2CCCC1=O,0&-8,0&-1,-3&-32,5&-4&5,4&-11,-2&-2,-0.1&0.1,4&-12&-13
c1ccc(-c2cnnc(-c3ccccn3)n2)cc1,.,.,.,-4,-28,-1,0.1,-19
CNC(=O)C[C@H]1CC[C@H]2[C@@H](COC[C@H](O)CN2S(=O)(=O)c2ccc(Oc3ccccc3)cc2)O1,-2,0,-2,2,-4,2,-0.2,10
CCCCNC(=O)NC12CC3CC(CC(C3)C1)C2,-2,-8,-5,.,-34,.,0.4,.
C[C@@H]1CN([C@H](C)CO)C(=O)CCCn2nncc2CO[C@@H]1CN(C)C(=O)Nc1cccc(C(F)(F)F)c1,-4,0,-14,6,1,-3,-0.4,-7
Cc1ccc(S(=O)(=O)NC(=O)NC(C)c2ccc(F)cc2)cc1 (stereo not drawn),0,0,0,.,0,-1,0.0,-2
CC(=O)Nc1ccc(S(=O)(=O)N2CCN(CC3CC4C=CC3C4)CC2)cc1 (stereo not drawn),-2,0,1,8,5,.,0.2,.
O=C(Cc1ccccn1)N1CC(=O)N2[C@H](C1)[C@H](c1ccc(C#CC3CCCCC3)cc1)[C@@H]2CO,0,1,22,5,5,.,0.4,.
O=c1c2ccccc2c(C=NCCCN2CCOCC2)c(O)n1Cc1ccc2c(c1)OCO2,0,10,0,.,5,.,-0.1,.
COc1ccc(S(=O)(=O)N2CC(O)C[C@H]2C(=O)OCC(=O)N2CCCCCC2)cc1 (stereo partly drawn),-2,5,-6,-2,-17,.,-0.5,.
Cc1ccc(Cn2cc(/C=N/Nc3ccc([N+](=O)[O-])cn3)c3ccccc32)cc1,1,7,13,6,-2,1,0.9,8
COc1ccc(C(=O)NCC(=O)NCC(=O)OCC(=O)C(C)(C)C)cc1,.,.,.,44,-17,2,-0.1,.
O=C(COC(=O)c1n[nH]c(=O)c2ccccc12)c1ccccc1,.,.,.,0,22,-2,.,-1
Cc1cccc(C(=O)NCc2nnc(SCC(=O)Nc3nncs3)n2C)c1,-2,-4,5,-8,5,3,0.0,-2
C[C@@H]1CN([C@@H](C)CO)C(=O)c2cc(NC(=O)Cc3cn(C)c4ccccc34)ccc2O[C@@H]1CN(C)Cc1ccc2c(c1)OCO2,-2,2,14,1,6,0,-0.4,10
Cc1ccc(NC(=O)COC(=O)Cc2ccccc2)cc1S(=O)(=O)N1CCOCC1,14,3,2,-3,16,-2,1.7,4
CC1=NNC(=O)C1CCC(=O)N/N=C(\C)c1ccccc1 (stereo not drawn),-3,1,3,3,6,.,0.2,.
